JMJD2A Tudor = inhibitors of human JMJD2A Tudor domain; AlphaScreen JMJD2A-Tudor / H3K4me3 peptide binding; O75164; Potency, µM (highest dose often 114 µM), without a hit: top-dose activity change, negative = inhibition, most hits filed as inhibitors; hit rate 4.4% among 390,000; AID 504339; also: potency is read from the fitted curve at half-maximal effect; % is scaled to controls: 0 for no effect and ±100 for the full control effect; nearly all actives have a fitted effect of over 50% in size
BAZ2B inh = BAZ2B (human) inhibition | hit rate 4.4% among 360,000 | AlphaScreen BAZ2B-H3K14Ac peptide displacement | AID 504333 | Potency, µM (highest dose often 114 µM), inactives show top-dose activity change, negative = inhibition, usual class: inhibitors; also: potency is read from the fitted curve at half-maximal effect; % is scaled to controls: 0 for no effect and ±100 for the full control effect; nearly all actives have a fitted effect of over 60% in size
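In this displacement format the biotinylated H3(5-23) peptide acetylated at Lys14 serves as ligand at 50 nM, with BAZ2B at 50 nM in PBS pH 7.4 containing 0.01% Tween-20. Donor and acceptor beads are 10 ug/mL final.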
RGS4 inhibitor = blocks human RGS4-accelerated GTP hydrolysis; Transcreener GDP fluorescence polarization, RGS4-accelerated GTP hydrolysis; Potency, µM (doses to about 114 µM), inactives show at the top dose activity change, negative = inhibition, actives largely listed as inhibitors; hit rate 0.039% among 390,000; AID 504845; also: potency is read from the fitted curve at half-maximal effect; % is scaled to controls: 0 for no effect and ±100 for the full control effect; nearly all actives have a fitted effect of over 75% in size; some results filed as inactive show a strong effect at the top dose
Target sequence (P49798 whole entry, looked up): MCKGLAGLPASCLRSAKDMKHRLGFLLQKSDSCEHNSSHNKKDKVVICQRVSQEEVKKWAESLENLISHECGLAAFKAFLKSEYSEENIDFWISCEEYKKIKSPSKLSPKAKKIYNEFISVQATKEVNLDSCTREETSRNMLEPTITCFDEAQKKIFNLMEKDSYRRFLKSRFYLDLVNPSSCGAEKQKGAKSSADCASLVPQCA
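MLSMR compounds (23 nl, pin-transferred) preincubated 10 min at room temperature with a 500nM (2x) first reagent, then RGS4 at 900nM (2x) plus Transcreener GDP mix added; fluorescence polarization (620/688 nm) read before and after 90 min at 30 °C.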
G9a block = G9a (human) methyltransferase inhibition. Potency, µM (titrated, usually from 102 µM), for the others: at the highest dose activity, negative = inhibition, usual class: inhibitors. AID 504332. Q96KQ7. G9a H3K9 monomethylation, AlphaScreen, 2 h. hit rate 8.8% among 350,000; also: potency is read from the fitted curve at half-maximal effect; % is scaled to controls: 0 for no effect and ±100 for the full control effect; nearly all actives have a fitted effect of over 75% in size
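Chemiluminescent proximity detection of H3K9 monomethylation, read after 10 min bead incubation in the dark. Reaction: 20 nM G9a, 500 nM biotin-H3K9 peptide, 20 uM SAM cofactor, 2 h, room temperature, following 15 min enzyme-compound preincubation.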
HP1b chromo inh = inhibitors of HP1-beta chromodomain binding to methylated histone tails. hit rate 0.56% among 390,000. AlphaScreen HP1-beta / biotin-H3K9me3 peptide binding. Potency, µM (top dose mostly 114 µM), inactives show top-dose activity change, negative = inhibition, most hits filed as inhibitors; also: potency is read from the fitted curve at half-maximal effect; nearly all actives have a fitted effect of over 70% in size; inactives centre near 23
Target sequence (P83916 whole entry, looked up): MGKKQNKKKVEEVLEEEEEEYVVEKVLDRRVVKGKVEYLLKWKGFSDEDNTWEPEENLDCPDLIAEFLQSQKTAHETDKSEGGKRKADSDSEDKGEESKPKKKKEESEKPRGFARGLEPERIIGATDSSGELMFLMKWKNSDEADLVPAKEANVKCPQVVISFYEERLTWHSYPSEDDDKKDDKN
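HP1-beta protein (50 nM final) preincubated 30 min at room temperature with biotinylated H3(1-18)K9me3 peptide (50 nM) in PBS pH 7.4, 0.01% Tween-20, then compound added for 30 min. AlphaScreen streptavidin donor/nickel chelate acceptor beads (10 ug/mL final), 30 min dark, luminescence read.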
12-LOX inh = ALOX12 (human) lipoxygenase inhibition; P18054; hit rate 1.1% among 580,000; purified 12hLO, xylenol orange hydroperoxide absorbance; Potency, µM (highest dose often 108 µM), for inactives: at the highest dose activity change, negative = inhibition, most hits filed as inhibitors; also: potency is read from the fitted curve at half-maximal effect; % is scaled to controls: 0 for no effect and ±100 for the full control effect
Target sequence (P18054 whole entry, looked up): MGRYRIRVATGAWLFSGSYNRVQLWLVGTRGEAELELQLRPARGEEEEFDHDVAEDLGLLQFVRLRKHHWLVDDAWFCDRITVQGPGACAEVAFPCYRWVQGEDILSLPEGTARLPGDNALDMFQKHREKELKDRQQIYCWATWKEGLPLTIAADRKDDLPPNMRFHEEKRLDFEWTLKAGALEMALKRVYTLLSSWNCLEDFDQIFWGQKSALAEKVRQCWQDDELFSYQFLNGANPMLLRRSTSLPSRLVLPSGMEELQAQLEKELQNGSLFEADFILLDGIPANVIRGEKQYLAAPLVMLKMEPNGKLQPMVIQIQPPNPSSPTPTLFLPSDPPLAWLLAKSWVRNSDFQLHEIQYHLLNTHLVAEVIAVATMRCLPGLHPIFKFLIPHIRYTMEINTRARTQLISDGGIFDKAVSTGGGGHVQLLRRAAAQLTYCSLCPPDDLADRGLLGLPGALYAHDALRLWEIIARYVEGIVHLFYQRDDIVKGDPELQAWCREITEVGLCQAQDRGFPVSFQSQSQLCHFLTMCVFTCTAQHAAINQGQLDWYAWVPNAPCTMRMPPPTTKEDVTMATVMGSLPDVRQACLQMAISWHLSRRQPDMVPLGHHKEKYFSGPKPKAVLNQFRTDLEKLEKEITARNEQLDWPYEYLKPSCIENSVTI
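Purified human 12hLO (150 nM final) in 25 mM Hepes, 0.01% Triton X-100, pH 7.0 was preincubated 15 min at room temperature with compound. Then 40 uM arachidonic acid was added, 30 min. Hydroperoxide was read by Fe-XO absorbance ratio 573/405 nm.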
ERG Ets-DNA blk = blocks human ERG Ets domain binding to DNA; fluorescence polarization, His-ERG Ets domain / labelled DNA; hit rate 0.028% among 370,000; P11308; AID 624246; Potency, µM (series often up to 76.9 µM), without a hit: top-dose FP activity, negative = inhibition, hits mostly inhibitors; active = well fitted inhibition curve with a large enough effect in the polarisation, with a control signal flat; inconclusive = small, poorly fitted or top-dose-only effect, or effect the other way, or a change in a side signal; inactive = no such curve, though single readings can be large or run the other way; the % refers to the polarisation;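 also: polarization taken with two DNA probes labelled with fluorescein and Texas red; potency is read from the fitted curve at half-maximal effect; % of control where 0% means no effect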
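His-tagged ERG Ets domain (1 uM in the protein solution; 300mM KCl, 50mM Tris-HCl, 1mM EDTA, 1mM DTT, pH 7.5) received compound, then a probe mix of 5 nM fluorescein-DNA and 100nM Texas-615-DNA. Fluorescence polarization was read for both dyes.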
GLS inh = blocks human kidney-isoform glutaminase activity; hit rate 0.21% among 410,000; Potency, µM (top dose mostly 45.5 µM), inactives show top-dose activity change, negative = inhibition, usual class: inhibitors; GLS enzymatic activity, qHTS titration; also: potency is read from the fitted curve at half-maximal effect; % is scaled to controls: 0 for no effect and ±100 for the full control effect
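hKGA; 45 mM KH2PO4 pH 8.2 + 0.02% Tween-20; cpd via pin tool; 1 mM Gln soln; GluOx/HRP/Amplex Red; RT 30 min; fluor. t0 & final.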
PI4K2A inh = PI4K2A (human) kinase inhibition. Q9BTU6. purified PI4K2A, ADP-Glo luminescence, 1 h; active compounds read low. activity change, negative = inhibition, % at 76.9 µM. hit rate 0.13% among 420,000. AID 1346378; in the data active = activity change below about -50%; inconclusive = mostly about -30% to -49%;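 also: -100% = wells without enzyme as full effect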
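ADP-Glo luminescence measured ADP generated by PI4K2A enzyme (4 ug/mL before mixing) with 1.2 mM PI substrate (pre-mix) and 300 microM ATP (pre-mix). Tris pH7.5 buffer with MgCl2, Triton X-100; 1 h reaction at ambient temperature.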
Starred values were filed as active, the others as inactive; ? = inconclusive; / = no result given; & = joins results of further samples; [ ] = remark or other dose. Unless noted, calls follow the shape of the dose curve; as a rule, active = well fitted curve in the direction sought with a large enough effect; inconclusive = small, poorly fitted or top-dose-only effect, or another doubt; inactive = no such curve, though single readings can be large; an effect the other way counts as inactive or inconclusive. This is a subset; the hit share may differ from the screen's.

SMILES	JMJD2A Tudor	BAZ2B inh	RGS4 inhibitor	G9a block	HP1b chromo inh	12-LOX inh	ERG Ets-DNA blk	GLS inh	PI4K2A inh
CC(C)C(=O)Nc1ccc(NC(=O)c2cccnc2)cn1	5%	-36%	-7%	11%[12.7 µM]	32%	4%	-3%	-3%	-9
COc1ccccc1C(=O)Nc1ccccn1	0%	-2%	43%	8%[59 µM]	7%	8%	4%	4%	-11
Cc1cc(/C=N/NC(=O)c2cccc(N(C)C)c2)c(C)n1-c1cc(C(=O)O)cc(C(=O)O)c1	40µM*	/	-24%	11µM*	32µM*	-15%	10%	-1%	-6
CCN(CC)c1ccc(/C=N\N2CCN(Cc3ccc(C)cc3)CC2)cc1	22µM*	18µM*	-26%	7.1µM*	20µM*	-9%	1%	-3%	5
CCOc1ccc2nc(NCCNC(=O)C3CC3)c(C)cc2c1	-1%	1%	16%	79µM*	10%	4%[57.4 µM]	-7%	12%	2
CCOc1ccc(C(=O)Nc2ccc3c(c2)OCCO3)cc1OC	-14%	2%	-13%	5%[59 µM]	33%	-11%	6%	-6%	1
CC(Oc1ccc2oc3ccccc3c2c1)C(=O)NC12CC3CC(CC(C3)C1)C2 (stereo unspecified)	3%	12%	3%	-11%	52%[activator]	-17%	8%	-18%	-3
CS(=O)(=O)N1CCC(C(=O)Nc2ccc(F)cc2)CC1	4%	-4%	4%	18%	58%[activator]	?	8%	-2%	-1
Cc1ccc(-n2c(SCC(=O)NC3CCCCC3)nc3c(c2=O)SCC3)cc1	-8%	7%	6%	12%[59 µM]	43%[activator]	-13%	8%	1%	-1
CN(C)C(=O)CSc1nnc(-c2cnccn2)n1C	-4%[57.1 µM]	-4%	0%[56.9 µM]	-28%[59 µM]	54%[activator]	0%	-1%	-1%	0
NCCCSC1=NCCCN1	-12%	-6%	2%	5%[59 µM]	30%	-7%	4%	1%	1
O=C(Nc1cc2c(oc1=O)CCCC2=O)c1ccccc1	-17%	0%	21%	?	5%	-14%	-5%	-10%	-1
CCN1CCN(C(=O)Cn2nc(C)n3c(cc4c(OC)cccc43)c2=O)CC1	-4%	-10%	-4%	11%[59 µM]	13%[57 µM]	15%	-3%	3%	2
Cc1c(C#N)c(N)nc2c3c(sc12)NC(=O)CC3c1ccccc1 (stereo unspecified)	-14%	-1%	9%	17%[59 µM]	22%	?	-8%	-5%	-1
CCCCc1ccc(NC(=S)NN2CCOCC2)cc1	4%[57.1 µM]	-29%	-6%	6%[59 µM]	37%	-26%	-26%	-10%	0
CC1CCCN(c2ccc(C(=O)NCC3CCCO3)cn2)C1 (stereo unspecified)	-7%	-2%	-3%	-1%[59 µM]	32%	1%	-3%	3%	-1
O=C(NNC(=S)Nc1ccccc1)C1CCCCC1	-5%	-2%	-1%	-35%	44%[activator]	-2%	-5%	25%	-1
CCN1CCN(S(=O)(=O)c2ccc(S(=O)(=O)NC3CC3)cc2)CC1	-5%	-14%	10%	50µM*	27%	?	8%	-22%	3
COc1ccc(N2CCN(C(=O)c3cc4c(s3)-c3ccccc3OC4)CC2)cc1	-6%&2%	9%&5%	?	10%	31%&28%	-15%&-11%	6%&4%	4%&-2%	-2&-1
Cc1ccc(NC(=O)Nc2ccon2)cc1Cl	-2%	2%	14%	/	41%[activator]	?	7%	-1%	1
COc1ccc(/C=C/c2nc(C#N)c(N3CCCCC3)o2)cc1OC	-35%	?	4%	-28%[59 µM]	3%	-15%	4%	2%	-6
CCOC(=O)c1c[nH]c2c(C)ccc(Cl)c2c1=O	28µM*	-18%	?	6%	6%	1%	-1%	?	8
Cn1nc(C(=O)NNC(=O)Cc2ccc(S(=O)(=O)N3CCOCC3)s2)c2ccccc2c1=O	1%	/	-14%	/	45%[activator]	486%[activator]	4%	15%	1
O=S(=O)(Nc1c(F)cccc1F)c1ccc(Cl)nc1	-12%	-2%	15%	?	12%	-13%	-4%	0%	-2
CCc1c(C(=O)NNC(=S)NCCc2ccccc2)csc1C	-18%	-2%	-30%	1%[59 µM]	46%[activator]	416%[activator]	14%	4%	-8

In the list so far, these have fluorine.
SMILES	JMJD2A Tudor	BAZ2B inh	RGS4 inhibitor	G9a block	HP1b chromo inh	12-LOX inh	ERG Ets-DNA blk	GLS inh	PI4K2A inh
CS(=O)(=O)N1CCC(C(=O)Nc2ccc(F)cc2)CC1	4%	-4%	4%	18%	58%[activator]	?	8%	-2%	-1
O=S(=O)(Nc1c(F)cccc1F)c1ccc(Cl)nc1	-12%	-2%	15%	?	12%	-13%	-4%	0%	-2

Continuation:
SMILES	JMJD2A Tudor	BAZ2B inh	RGS4 inhibitor	G9a block	HP1b chromo inh	12-LOX inh	ERG Ets-DNA blk	GLS inh	PI4K2A inh
CCOC(=O)c1c(C)[nH]c(C(=O)COC(=O)C2=NNC(=O)CC2)c1C	-7%	-14%	13%	8%	30%	-25%	-1%	0%	2
CCOc1ccccc1C(=O)NCC(=O)N1CCN(Cc2ccc3c(c2)OCO3)CC1	2%	-3%	-10%	23%[12.7 µM]	41%[activator]	/	8%	-3%	-4
O=c1c2ccccc2nnn1CSc1nnc(-c2cccc(S(=O)(=O)N3CCCCC3)c2)o1	-18%	44%[activator]	-19%	78%[activator][59 µM]	16%	0%	0%	5%	8
Cn1c(-c2cnn(-c3ccccc3)c2N)n[nH]c1=S	?	-10%	-8%	28µM*	39%[activator]	?	0%	-2%	-2
Cc1noc(/C=C/N(C)C)c1S(=O)(=O)N1CCN(c2ccccc2)CC1	?	?	-23%	?	-1%	-10%	-10%	3%	1
COc1cccc(N2CC(NC(=O)c3cccc(OC)c3OC)CC2=O)c1 (stereo unspecified)	-4%	2%	28%	?	14%	-24%	9%	-12%	2
O=C(CCc1nc(-c2ccccc2F)no1)NC1CCN(Cc2ccccc2)CC1	6%	39%[activator]	9%	2%[59 µM]	21%	4%	-4%	3%	11
Cc1ccc(SCC(=O)NC(=O)c2ccc(S(=O)(=O)N(C)C)cc2)cc1C	-16%	-26%	22%	20%[59 µM]	22%	-6%	5%	5%	0
O=C(c1cccc(S(=O)(=O)Nc2ccccc2F)c1)N1CCN(c2ccccc2F)CC1	-19%	-15%	-18%	9%	-2%	-12%	-4%	-13%	-6
Cc1ccccc1C(=O)OCc1cc(=O)n2nc(C3CC3)sc2n1	-16%	-2%	3%	4%[59 µM]	-9%	-2%	-1%	-11%	0
COc1ccc(CNC(=O)C(=O)NCC(c2cccs2)S(=O)(=O)c2ccc(F)cc2)cc1 (stereo unspecified)	6%	2%	-18%	5%[59 µM]	29%	-1%	2%	1%	-1
COc1ccc(OC)c(NC(=O)COC(=O)CCC2CCCC2)c1	9%	-1%	-8%	-4%[2.33 µM]	72%[activator]	17%	4%	-1%	-5
Cc1cc(C)c(C)c(OC(=O)c2sc(Cl)nc2C)c1	92%[activator]	62%[activator]	-5%	66%[activator][59 µM]	147%[activator]	-22%	-9%	-6%	5
CCOc1ccc(NC(=O)CSc2nc(=O)[nH]c3c2CCC3)cc1	1%	-10%	17%	-6%[59 µM]	15%	-30%	2%	3%	3
COc1ccc(NC2CC(=O)N(c3cccc(C)c3)C2=O)cc1 (stereo unspecified)	-15%	-28%	3%	2%[59 µM]	3%	-19%	-12%	39%[activator]	2
Cc1cc(C=C2C(=O)c3ccccc3C2=O)c(C)n1C	-31%	-24%	-37%	40µM*	-3%	-1%	3%	0%	-4
Cc1ccccc1C(=O)N/N=C1\SCC(=O)N1Cc1ccco1	-23%	-20%	-15%	-41%	-2%	20%	-7%	7%	8
Cc1ccc(S(=O)(=O)N2CCN(C(=O)CCN3C(=O)c4ccccc4C3=O)CC2)cc1C	-6%	-8%	21%	79µM*	10%	?	-5%	9%	3
CCc1ccc(NC(=O)C2CCN(c3nn4cc(-c5ccc(OC)cc5)nc4s3)CC2)cc1	1%	1%	-15%	-29%[59 µM]	20%	-13%	3%	-23%	-2
COc1ccc(C(=O)NCC(=O)OCc2ccc(F)cc2Cl)cc1OC	-9%	11%	-1%	5%[59 µM]	17%	-23%	10%	-3%	0
CCOc1ccc(C(C)NC(=O)c2ccccc2OCc2c(C)noc2C)cc1OCC (stereo unspecified)	-7%	-21%	-30%	32%	22%	11%	9%	6%	-7
COC(=O)C1=C(C)N(C)C(=S)N(C)C1c1cccc(Br)c1 (stereo unspecified)	6%	-12%	-44%	-28%	33%	1%	-3%	-4%	2
COc1cc(NC(=O)Nc2ccc(C)cc2)cc([N+](=O)[O-])c1	0%	?	-34%	9%[2.33 µM]	42%[activator]	1%	-5%	1%	-4
CC1(C)Cc2ccccc2-c2nnc(SCC(=O)N3CCc4ccccc43)n21	-11%	16%	-41%	?	8%	-19%	7%	-18%	-4
CCOc1ccccc1C(=O)Nc1ccc(S(=O)(=O)N(Cc2ccccc2)c2ccccc2)cc1	-9%	4%	-6%	24%[59 µM]	89%[activator]	-9%	0%	-6%	0
O=C(c1cccn1-c1nnc(N2CCCC2)s1)N1CCN(c2ccccc2)CC1	-13%	-9%	-3%	-3%[59 µM]	17%	-21%	2%	2%	-2
Cc1ccc(CNC(=O)CCC(=O)Nc2nnc(C3CCCCC3)s2)cc1	-2%	4%	-3%	/	10%	-1%	-2%	-7%	1
Cn1cccc1C(=O)OCC(=O)Nc1sccc1C#N	-8%	/	?	/	17%	-3%	10%	-12%	4
